Source: PubChem BioAssay (several laboratories)
HIF activator – HIF pathway transcriptional activation | U2OS HRE-luciferase reporter, luminescence; normalized: DMSO 0%, desferrioxamine 100% | 300,000 tested, 0.32% active | AID 1910 | activation, % at 7.5 µM (by protocol);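 active = mean activation of at least 10% of the iron chelator positive control signal, with at least half of replicates also reaching 10%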
HSF-1 act – increases HSF-1 driven luciferase reporter signal; NIH3T3-HGL HSF-1 luciferase reporter, MG132, 8 h; 100% = twice DMSO control signal; activation, % at 9 µM; 300,000 tested, 1.7% active;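 active = mean replicate activation of at least 50% with a set share of replicates each reaching 50%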;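 also: 0% = median of the neutral control wells and 100% = twice that signal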
SKKanGAS inh – inhibitors of SKKanGAS S. pyogenes growth in kanamycin (SK-promoter or general growth effect); inhibition, % at 7.5 µM; AID 1662; 300,000 tested, 1.3% active; BacTiter-Glo, 6 h;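 active = mean replicate score, as percent of positive control median, at least 50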;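 also: strain carries kanamycin resistance gene driven by streptokinase promoter and grows in 40 µg/ml kanamycin; loss of luminescence reflects streptokinase promoter inhibition or plain growth inhibition; 0% = median of DMSO wells and 100% = positive control at its reference dose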
HSP90 inh – blocks HSP90-mediated luciferase refolding in reticulocyte lysate | AID 1789 | 290,000 tested, 0.91% active | inhibition, % at 5.6 µM | Rabbit reticulocyte lysate, luciferase refolding luminescence, 3 h;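 active = inhibition above the screen-wide mean plus 3 SD, computed separately per campaign, cut at about 16% in these data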;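 also: 0% = DMSO wells and 100% = 60 µM geldanamycin wells; inhibitors lower the luminescence because luciferase stays unfolded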
AI-2 QS mod – modulates the Vibrio harveyi AI-2 quorum sensing system; Vibrio harveyi JMH597 AI-2 luminescence/OD600 ratio, 9 h; hits give low values; strain lacks LuxN and CqsS sensors; 0 = neutral-control median; activity change, % at 7.5 µM; 300,000 tested, 0.4% active; AID 2094; in the data active = activity change below about -75%, passing the limit was not always enough;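 also: luminescence divided by OD600 gain over 9 h not by final OD600 alone; inactives centre near 13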
aSyn UTR inh – MLPCN primary screen, SNCA 5' untranslated region. alpha-synuclein 5'UTR reporter, inhibitor activity. inhibition, % (tested at 7.5 µM). 300,000 tested, 0.82% active. AID 1813; in the data active = inhibition above about 60%;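 also: H4 neuroglioblastoma cells stably carrying SNCA 5'UTR luciferase fusion; 0% = DMSO wells and 100% = positive control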
HSF1 inh – HSF1 inhibition | NIH3T3-HGL HSE-luciferase, MG132-induced, luminescence 8 h; hits give low values | activity change, negative = inhibition, % at 7.5 µM (by protocol) | 300,000 tested, 0.77% active | AID 2098;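 active = more than half of replicate wells show activity change below -50%, luminescence cut by over half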;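 also: luciferase reports HSF-1 transcriptional activity via heat shock element; 0% = median of DMSO wells and -100% = zero luminescence signal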
KLF5 inh – kruppel-like factor 5 inhibition; DLD-1 KLF5 promoter-luciferase reporter, luminescence; inhibition, % at 5 µM; 290,000 tested, 0.23% active;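 active = inhibition above a per-plate limit of that plate's mean compound inhibition plus 3 SD, cut at about 60% in these data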;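 also: 0% = DMSO wells and 100% = LY294002 at 200 µM; higher means less KLF5 promoter-driven luciferase light; inactives centre near -14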
Platelet DG rel – platelet dense granule release activity; human platelet-rich plasma, SFLLRN dense granule ATP release, luminescence; AID 1663; inhibition, %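 (compounds screened at 7.5 µM in platelet-rich plasma)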; 300,000 tested, 0.22% active;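 active = mean replicate score, as percent of positive control, at or above 50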
IEC-6 tox – kills IEC-6 intestinal cells in KLF5 counter-screen. IEC-6 cytotoxicity, luminescence viability. inhibition, % at 5 µM. AID 1825. 290,000 tested, 0.78% active; in the data active = inhibition above about 22%;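 also: 0% = plate median of test compound wells and 100% = cytotoxic reference compound wells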
An asterisk follows results filed as active; nt = not tested or not shown.

Each structure is followed by: HIF activator	HSF-1 act	SKKanGAS inh	HSP90 inh	AI-2 QS mod	aSyn UTR inh	HSF1 inh	KLF5 inh	Platelet DG rel	IEC-6 tox
> COc1ccc(Nc2c(-c3ccco3)nc3ccc(C)cn23)cc1
→ 1.5	23	-3	-2	31	-89	8	-6	-1	5
> O=C(NC1CCCCC1)C(c1cccnc1)N(C(=O)c1csnn1)c1ccc(F)cc1 (stereo unspecified)
→ -5.0	-40	-5	-3	18	2	-20	11	0	-10
> Cc1[nH]c2ccccc2c1C(=O)C(=O)N1CCOCC1
→ 0.2	-18	0	0	15	-4	-12	-10	-4	2
> COC(=O)c1cc(OC)c(OC)cc1NC(=O)c1cccc(C)c1
→ -0.2	29	-5	0	13	13	5	-35	4	0
> CCOc1ccc(OCCC(=O)OCC(=O)Nc2cc(OCC)c(N3CCOCC3)cc2OCC)cc1
→ -1.0	111*	-1	nt	17	4	85	nt	13	nt
> COc1cc(S(=O)(=O)Nc2cccc(C)c2)ccc1NC(=O)c1ccncc1
→ 0.0	10	4	-4	14	34	-6	5	7	-4
> COc1ccc(Nc2nc(NCc3ccco3)nc(N3CCOCC3)n2)cc1
→ -0.4	-4	-2	0	30	33	-2	38	-4	8
> COC(=O)[C@@]12CCCCN1[C@H](c1ccc(-c3ccc(C(C)=O)cc3)c(OC)c1)[C@@H]1C(=O)N(C)C(=O)[C@@H]12
→ 1.5	-11	7	nt	5	3	-2	nt	0	nt
> CC1CCN(C(=O)CSc2nnc(CNc3ccc(F)cc3)n2Cc2ccco2)CC1
→ -34	31	-4	-1	12	33	14	-11	1	-6
> O=C(N/N=C/c1ccccn1)c1ccc(NC(=O)c2cccc([N+](=O)[O-])c2)cc1
→ 0.4	20	-2	-2	53	-42	11	-14	-4	-5
> Cc1cc(C)n(CC(=O)N2CCCC(N3CCN(c4ccc(F)cc4)CC3)C2)n1 (stereo unspecified)
→ -0.4	12	-3	7	-12	7	-5	-15	-1	4
> CN(CC(=O)Nc1cccc(F)c1)C(=O)c1ccc(-c2cccc(C(F)(F)F)c2)o1
→ 0.7	-2	19	nt	-2	4	10	nt	-22	nt
> CN(C)c1ccc(C(CC(=O)O)C(=O)O)cc1 (stereo unspecified)
→ 1.2	8	1	-3	29	10	-10	-20	-1	-11
> CCC(C)Nc1nc(-c2cccc(OC)c2O)nc2ccccc12 (stereo unspecified)
→ -0.3	9	7	-2	22	19	-5	0	-1	-5
> Fc1ccccc1N1CCN(CC2CC3C=CC2C3)CC1 (stereo unspecified)
→ 0.4	-28	5	4	10	-4	-13	-48	5	-1
> Cc1ccc(N2C(=O)N(CC(=O)Nc3ccc(C)cc3C)C(=O)C2C)cc1 (stereo unspecified)
→ 0.5	-4	-1	2	21	-19	1	-25	-1	3
> CC(C)CCOc1cccc(OCC(=O)Nc2ccncc2)c1
→ -0.3	-5	-22	-5	32	2	-7	-17	-22	-2
> Cc1ccccc1-n1c(O)cc(=O)[nH]c1=S
→ -0.4	7	0	-3	4	11	-2	-31	2	-3
> Cc1cc(C)cc(OCCn2nnc3ccccc32)c1
→ -14	33	3	-6	26	-126	10	-76	0	-3
> CC(=O)Oc1ccc2ccc(=O)oc2c1
→ -0.1	4	1	-1	33	-7	-1	-7	1	-3
> O=S(=O)(c1cnc(Cl)c(Br)c1)N1CCCCCC1
→ 2.0	-6	-2	-1	32	20	-8	-2	-9	-2
> CC(C)(C)NC(=O)NC12CC3CC(CC(C3)C1)C2
→ 0.6	12	-14	5	2	-4	2	-2	-4	6
> Cc1cc(C)c(NC(=O)CSc2nccn2C)c(C)c1
→ -0.8	0	4	0	7	0	-4	-7	-18	0
> O=C(O)/C=C/C(=O)Nc1ccccc1C(=O)Nc1ccccc1
→ 0.0	9	1	-1	20	-19	1	-35	-3	-4
> Cc1ccccc1NC(=O)c1sc(NC(=O)COc2ccccc2)c(C#N)c1C
→ -0.4	-8	2	-5	14	10	-4	-5	11	-1
> CCOC(=O)C(C(C)=O)c1nc(C)nc2c1nnn2Cc1ccccc1Cl (stereo unspecified)
→ -0.1	0	11	4	10	30	-2	-42	0	4
> CCOC(=O)Cc1csc(NC(=O)CCc2ccc(S(=O)(=O)N3CCOCC3)cc2)n1
→ 0.0	11	-10	-1	10	-12	-8	-13	-7	7
> Cc1cccc(NC(=O)c2cc(NC(=O)CCCC(=O)O)ccc2Cl)n1
→ 0.2	6	-14	2	18	14	-4	4	6	2
> Cc1nn(-c2cccc(C(=O)O)c2)c(C)c1Oc1ccccc1O
→ 0.0	-8	-2	0	27	-5	-11	-15	-1	0
> O=C(NC(=Nc1nc2ccccc2o1)NC(=O)c1ccccc1)c1ccccc1
→ 0.4	6	3	-2	10	-105	8	-4	3	4
> Cc1ccc(-c2nc3ccccc3c(=O)n2NC(=O)COc2ccccc2)cc1
→ -0.6	21	-6	1	-3	21	2	-19	-15	-1
> CCCCCCCCC(=O)NNC(=O)c1c(O)c2ccccc2n(CCC)c1=O
→ -0.3	-8	117*	-1	8	9	5	-23	2	-4
> COc1ccc(NC(=O)Cn2c(C(C)C)nc(C)cc2=O)cc1Cl
→ -0.4	7	7	-2	27	-13	-5	-26	5	-7
> Oc1ccccc1-c1nc2c3ccccc3c3ccccc3c2[nH]1
→ -1.3	9	86*	-2	15	-10	-1	-23	nt	2
> CCC1CCCCN1Cc1nc2ccccc2c(=O)n1CC(C)=O (stereo unspecified)
→ -0.1	10	-8	7	31	11	-3	-10	4	-1
> COc1cc(C2=NOC(C(=O)Nc3c(C)n(C)n(-c4ccccc4)c3=O)C2)cc(OC)c1OC (stereo unspecified)
→ -0.2	2	-1	1	7	22	-4	-2	6	-1
> COc1ccc(C(C(=O)NC2CCCCC2)N(C(=O)Cc2c[nH]c3ccccc23)c2ccccc2C)cc1OC (stereo unspecified)
→ -0.1	14	7	6	23	-8	13	-18	-12	-8
> Cc1ccc(S(=O)(=O)NCc2ccc(C(=O)NCCCN3CCC(Cc4ccccc4)CC3)cc2)cc1
→ 0.9	24	14	3	6	-9	-1	-28	3	-1
> COc1ccccc1NC(=O)CN(c1ccccc1OC)S(=O)(=O)c1ccccc1
→ -0.5	1	2	0	-1	2	-1	-8	-5	-4
> CCOC(=O)C1=C(N)OC2=C(C(=O)CCC2)C1c1ccc(C)s1 (stereo unspecified)
→ 0.0	11	-7	5	22	-14	7	5	-6	-3
> Cc1ccc(-n2nnnc2SCC(=O)N2c3ccccc3NC(=O)C2(C)C)cc1
→ 0.1	-1	3	1	-17	-33	1	20	-1	-2
> Cc1ccc2[nH]c(=O)c(COC(=O)c3cccs3)cc2c1
→ 1.5	-12	-8	3	6	2	-9	-9	-27	-7
> Cc1nnc(SCC(=O)Nc2c(Cl)cccc2Cl)[nH]c1=O
→ 0.1	2	-4	0	0	0	-8	-21	14	-6
> Cc1cccc(OCc2n[nH]c(=S)n2-c2ccccc2)c1
→ 0.1	11	2	3	17	-5	3	-24	4	-2
> COCCNC(=O)C(C)Oc1ccccc1 (stereo unspecified)
→ -0.3	-4	-5	-1	7	-8	-2	-18	-1	2
> COc1cccc(CN2CC(C(=O)NCc3cccc(Cl)c3)CCC2=O)c1 (stereo unspecified)
→ -1.1	16	-1	2	11	0	0	-9	11	-3
> O=C(CNS(=O)(=O)c1ccccc1F)Nc1ccc(N2CCOCC2)cc1
→ -0.2	-91	-3	3	26	12	-88*	5	4	0
> CCOC(=O)CNS(=O)(=O)CCN1C(=O)c2ccccc2C1=O
→ -0.4	11	-3	7	18	4	-1	-50	19	6
> Fc1ccccc1-c1[nH]ncc1-c1nnnn1-c1ccccc1
→ 0.0	-3	-5	3	37	47	-2	-6	2	3
> Cc1ccc(C)c(C(C)NC(=O)c2ccncc2)c1 (stereo unspecified)
→ -2.4	2	1	-3	17	9	-3	-65	3	-3
> N#C/C(=C(/O)CSc1ccccc1C(=O)O)c1nc2ccccc2s1
→ 0.5	0	-25	2	21	-28	-6	-51	2	2
> CCN(CC)CCNC(=O)c1cn(C)c2ccc(S(=O)(=O)N(C)C3CCCCC3)cc2c1=O
→ -0.3	32	-8	-2	22	-39	11	-8	0	6
> CCCC(C)C(=O)Nc1ccc(S(=O)(=O)Nc2nccc(C)n2)cc1 (stereo unspecified)
→ -0.6	-6	-6	-1	5	0	1	13	10	2
> CCOC(=O)COc1ccc(Br)cc1/C=C\c1[nH]c(=O)[nH]c(=O)c1[N+](=O)[O-]
→ -0.3	13	9	8	17	-4	7	-15	-2	11
> Cc1ccccc1/C=C\c1nc(O)c([N+](=O)[O-])c(=O)[nH]1
→ -0.6	1	-2	1	19	3	-1	-20	-3	-1
> CC(C)Nc1nc(Cl)nc(NCCOc2ccccc2)n1
→ 0.4	24	-7	-1	17	-38	28	-43	-4	-6
> COc1ccc2cc(C)c3nnc(SCC(=O)Nc4cc(OC)c(OC)cc4C(=O)O)n3c2c1
→ -0.4	0	9	-3	48	-3	-2	-25	0	1
> COc1ccc(C(CNC(=O)COc2ccccc2)N2CCOCC2)cc1 (stereo unspecified)
→ 1.6	-3	20	nt	16	0	-4	nt	-3	nt
> CCOc1cc(S(=O)(=O)NCc2ccco2)c(OCC)cc1-n1cnnn1
→ -0.1	18	11	-2	13	25	-1	-28	11	0
> COC(=O)c1ccccc1-n1c(CCC(=O)O)ccc1-c1ccc(F)cc1
→ 0.5	12	-2	1	13	-2	3	-4	0	3
